EBV LMP1 NFkB: inhibitors of Epstein-Barr LMP1-induced NF-kappaB reporter. 350,000 compounds, 0.69% hits. LMP1-induced NF-kappaB luciferase reporter cells, luminescence. AID 504558. inhibition, % at 12.5 µM; in the data active = inhibition above about 41%;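 note: 0% = neutral control wells and 100% = reference inhibitor control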
NR2E3 ag-1: activates human photoreceptor nuclear receptor NR2E3; Q9Y5X4; GST-NR2E3/biotin-RetCOR TR-FRET, 1536-well; inhibition of corepressor binding, % at 4.78 µM; 320,000 compounds, 0.12% hits; AID 2300;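 active = percent inhibition above the cutoff of mean plus 3 SD of all tested compounds, set per screening campaign, cut at about 20% in these data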;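 note: 0% = DMSO wells and 100% = biotin wells as full block of FRET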
Target sequence (Q9Y5X4 whole entry, looked up): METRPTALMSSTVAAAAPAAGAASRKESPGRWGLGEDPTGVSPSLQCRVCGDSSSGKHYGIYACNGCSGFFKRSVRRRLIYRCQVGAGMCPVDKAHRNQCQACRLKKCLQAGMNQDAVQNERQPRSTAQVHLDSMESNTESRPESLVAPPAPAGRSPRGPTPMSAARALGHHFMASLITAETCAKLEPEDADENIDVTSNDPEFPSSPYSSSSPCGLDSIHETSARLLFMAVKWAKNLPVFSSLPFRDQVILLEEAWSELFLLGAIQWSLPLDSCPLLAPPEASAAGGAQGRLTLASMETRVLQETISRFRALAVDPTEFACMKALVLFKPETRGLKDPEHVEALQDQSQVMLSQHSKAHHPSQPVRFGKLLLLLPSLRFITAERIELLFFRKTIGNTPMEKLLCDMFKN
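Assay system: NR2E3–RetCOR corepressor complex. Quantity: 1.35 nM GST-NR2E3. Buffer or medium: pH 7.5 Tris-based buffer. Reagent: biotinylated RetCOR corepressor at 7 nM final. Schedule: 5 h at 4 °C. Detection: TR-FRET, emission read at 617 and 671 nm. Replicates: one well per compound, singlicate testing.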
hiPSC survival: hiPSC single-cell survival enhancement; ATPlite luminescence; 100% = ROCK inhibitor wells, 0% = DMSO; survival enhancement, % at 20 µM; 360,000 compounds, 0.044% hits; in the data active = survival enhancement above about 18%;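 note: cells exposed to compounds for 16 hours before the ATP read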
NR2E3 ag-2: agonists of human NR2E3 nuclear receptor | Q9Y5X4 | CHO-S Gal4-NCOR/VP16-NR2E3 two-hybrid, luciferase | inhibition of corepressor binding, % at 3.98 µM | 360,000 compounds, 0.35% hits | AID 602229;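 active = inhibition above the mean of all tested compounds plus 3 SD, cut at about 70% in these data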;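 note: 0% = DMSO with NR2E3 transfected cells and 100% = cells lacking NR2E3 construct; higher means lower luciferase signal from less NR2E3 corepressor binding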
CF NFkB block: blocks PAF-induced NF-kB reporter in cystic fibrosis cells | KKLEB NF-kB-GFP reporter, GFP fluorescence overnight | inhibition, % at 5 µM | 360,000 compounds, 0.86% hits | AID 588850;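 active = at least 50% inhibition at 5 µM, scaled per plate between neutral and stimulator controls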;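 note: PAF is a Pseudomonas aeruginosa culture filtrate used as stimulus; plate controls were PAF-stimulated DMSO wells for no effect and unstimulated DMSO wells for full effect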
Peg3 promoter: inhibitors of Peg3 promoter; HeLa PEG-Prom luciferase reporter, luminescence, overnight; inhibition, % at 20 µM; 360,000 compounds, 1.7% hits;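 active = inhibition of at least 50% at 20 µM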
KKLEB cytotox: CF airway cell cytotoxicity counter-screen; KKLEB CF airway cells viability, ATPlite luminescence, overnight; stronger effect = lower value; cells stimulated with P. aeruginosa culture filtrate; activity change (cytotoxicity), % at 5 µM; 360,000 compounds, 0.36% hits; AID 602141;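 active = corrected activity change at or below -50% at 5 µM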
Shn3 3UTR inh: reduces Shn3 3'UTR luciferase signal in osteoblasts. 360,000 compounds, 0.52% hits. inhibition, % at 12.5 µM. Clone20 osteoblast Shn3 3'UTR firefly luciferase, 24 h;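 active = mean inhibition of at least 75% with every replicate also reaching 75%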;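 note: 0% = median of neutral control wells and 100% = pilot-screen positive control compound; some compounds past the cut are filed as inactive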
TRPM1 prom inh: reduces MITF-dependent TRPM1 promoter luciferase signal. SK-MEL-5 TRPM1 promoter luciferase, 24 h. inhibition, % at 12.5 µM. 330,000 compounds, 0.83% hits;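 active = mean inhibition across replicates of 60% or more, whatever share of single replicates reaches that level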; note: values of inactives mirror those of a sister screen read the other way
C8 TRAIL sens: caspase-8 TRAIL sensitization. 360,000 compounds, 1% hits. inhibition (viability loss, TRAIL sensitization), % at 10 µM. NB7+C8 cells + TRAIL, ATPlite viability luminescence;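 active = compounds causing at least 50% loss of cell viability in the single-dose screen, relative to plate controls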
HIF-2a inh: HIF-2a inhibition; 786-0 RCC cells HIF-2a reporter, luciferase luminescence, overnight; inhibition, % at 18.8 µM; 360,000 compounds, 0.72% hits; AID 624352;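 active = inhibition of the luminescence signal of 40% or more relative to plate controls, in a single-dose primary screen at 18.75 µM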
* marks the source's active call; other numbers are inactive results; · = no result given. An excerpt, so the mix of outcomes need not match the whole.

Value order: EBV LMP1 NFkB	NR2E3 ag-1	hiPSC survival	NR2E3 ag-2	CF NFkB block	Peg3 promoter	KKLEB cytotox	Shn3 3UTR inh	TRPM1 prom inh	C8 TRAIL sens	HIF-2a inh
1. CC(C)(CCc1ccccn1)C(=O)C(CCc1ccccn1)CCc1ccccn1
    -19	·	-1.6	-18	7	2	-15	18	14	4	-7
2. CN1CCCN(C(=O)c2cc3c(s2)CCCC3)CC1
    -11	0	-0.4	16	-36	4	-1	-10	-11	2	-7
3. COc1ccc(S(=O)(=O)N2CCN(C(=O)[C@@H]3CCC(=O)N3C3OC(=O)c4ccccc43)CC2)cc1 (some centres not stated)
    -3	0	-4.4	-15	-18	17	4	2	-3	-4	1
4. CC(C)N1CCC(NC(=O)Nc2ccccc2)CC1
    -4	3	-0.8	8	-12	11	6	3	14	2	19
5. Cc1cccc(C)c1OCC(=O)Nc1cccc(S(=O)(=O)N2CCCCCC2)c1
    8	·	-2.9	6	-12	28	-9	49	·	2	6
6. Cc1ccc(C(=O)NC(=S)Nc2ccccc2C)cc1
    -25	-5	3.5	-46	-4	-218	-5	-39	-52	-3	-223
7. COc1ccc(CC(C)NS(=O)(=O)c2ccc3c(c2)CCN3S(C)(=O)=O)cc1OC (configuration not stated)
    -2	1	0.3	-7	6	2	6	3	7	2	-1
8. COc1ccc(NC(=O)Nc2ccc(OC)cc2)cc1
    -29	0	-1.1	-32	1	-143	-1	-101	-53	0	-173
9. Cc1nn(C)c(C)c1NC(=O)CCl
    -35	0	-0.2	-26	12	15	4	-31	-5	7	12
10. COCCN1C[C@@H](CO)O[C@@H](n2cnc3c(NCC(C)C)ncnc32)C1
    ·	·	-0.3	-12	2	-6	-2	-24	·	-22	-6
11. Cc1cc2[nH]c(=O)c(=O)[nH]c2cc1S(=O)(=O)Nc1ccccc1F
    -5	0	-2.0	3	2	0	10	-2	10	-7	-1
12. O=C(CCN1CCCC1=O)NC1CCCc2c1cnn2-c1ccccc1F (configuration not stated)
    3	0	1.6	2	8	2	2	-10	-3	-22	9
13. O=C(Cn1cc([N+](=O)[O-])cn1)N1CCN(c2ccccc2)CC1
    15	0	0.1	18	12	17	5	3	11	11	15
14. O=C(COC(=O)CCN1C(=O)c2ccccc2C1=O)Nc1ccccc1[N+](=O)[O-]
    -7	2	-0.5	-5	5	7	-1	1	9	-15	12
15. COc1ccccc1N(C1=NCCCS1)S(=O)(=O)c1ccc(C(C)(C)C)cc1
    12	2	0.5	-3	-5	31	9	70	8	5	6
16. Cc1cccc(Cn2c(Cc3ccccc3)nc3ccccc32)c1
    8	0	0.6	12	-14	5	-11	5	-3	-2	8
17. CN(c1ccccc1C(=O)Nc1ccc(S(=O)(=O)N2CCOCC2)cc1)S(=O)(=O)c1ccccc1
    -4	1	-2.6	21	-4	4	4	18	-2	-3	20
18. CCOC(=O)c1cc(CC)sc1NC(=O)CN1C(=O)C(=O)N(CC(C)C)C1=O
    -6	7	-0.1	-29	9	8	-28	-34	0	-2	4
19. N#Cc1ccccc1NC(=O)CN1CCN(c2ccccn2)CC1
    -10	0	-0.3	10	-8	16	14	0	9	-4	11
20. CCOc1cccc(C(=O)N(Cc2ccc(F)cc2)C2CCS(=O)(=O)C2)c1 (configuration not stated)
    6	7	4.3	5	10	10	-5	28	8	-23	-19
21. O=[N+]([O-])c1cc(-c2cccnc2)n[nH]1
    6	·	6.2	-36	10	22	-8	77	-7	-7	4
22. CN(CC(=O)Nc1cccc(F)c1)CC(=O)Nc1cccc(S(=O)(=O)N2CCCCCC2)c1
    -3	2	0.4	-27	8	47	-11	2	6	13	13
23. C[C@H]1CN([C@@H](C)CO)C(=O)CCCn2cc(nn2)CO[C@@H]1CN(C)C(=O)Cc1ccccc1
    3	·	-0.9	-14	-37	-4	15	2	·	2	-6
24. COc1ccccc1C(=O)N/N=C/C(C)=C/c1ccccc1
    -13	4	-0.5	-98	-14	-221	16	-3	-16	13	-296
25. Cc1ccc2ccc(C(Nc3cccc(C(F)(F)F)c3)c3cccnc3)c(O)c2n1 (configuration not stated)
    15	-1	-2.9	-5	21	12	-4	-14	12	-1	12
26. Cc1cccc(NC(=O)COC(=O)CSc2ccccc2)c1C
    10	3	-0.1	11	-6	-9	2	9	6	-5	10
27. COc1ccc(/C=C/C(=O)c2ccc(OC)cc2O)cc1
    5	-3	0.7	-25	-6	-91	-23	-13	-21	16	-161
28. Cc1cc(C)c(C#N)c(SC(C(=O)NC(C)(C)C)c2ccccc2)n1 (configuration not stated)
    2	1	-0.5	3	-10	15	2	2	5	-5	15
29. O=C(Nc1ccc(N2CCCCC2)cc1)c1ccccc1
    2	0	-2.6	-152	-5	-75	-12	5	-29	74*	-110
30. COc1ccc(N2CCN(S(=O)(=O)CCNC(=O)COc3ccccc3C)CC2)cc1
    2	-1	-0.4	6	8	10	-9	10	-2	13	12
31. COc1ccc(CCNC(=O)c2ccc(OCC(=O)N3CCOCC3)c(OC)c2)cc1OC
    0	-2	0.8	1	-8	28	3	0	7	7	9
32. O=S(=O)(c1ccc(NC(=S)NN=C2CCCCC2)cc1)N1CCOCC1
    5	2	-0.4	-17	-7	3	9	-70	-6	6	-1
33. CCCn1c(C2CCCN2c2nc(C)cs2)nc2cc(Cl)c(Cl)cc21 (configuration not stated)
    0	-4	-1.0	18	-5	-1	12	9	8	-13	19
34. C#CCNC(=O)C1=C[C@@H](C(C)(C)C)C[C@@H](OCc2ccc(CO)cc2)O1
    -2	1	-0.2	-7	6	15	-8	14	8	-18	2
35. COc1ccc(NC(=O)CN2CCN(CC(=O)Nc3ccc4c(c3)OCO4)CC2)cc1
    0	6	9.8	-50	-1	-1	0	·	6	0	11
36. CCn1nc(NC(=O)Cc2ccc(OC)cc2)c2cc3cccc(C)c3nc21
    -2	-2	1.3	25	2	28	10	-4	-4	-16	14
37. CSc1cccc(NC(=O)OC2CCCCCCCCCCC2)c1
    -6	0	-0.1	-35	14	6	-12	10	18	25	11
38. COc1cc(NC(=O)c2cc3ccccc3o2)c(OC)cc1Cl
    -8	0	2.9	-28	3	31	-3	-10	6	0	-2
39. CC[C@@H](C(=O)[C@@H](C)[C@@H](O)[C@H](C)CCc1ccc(C)c(O)c1C(=O)O)[C@H]1O[C@](CC)([C@H]2CC[C@](O)(CC)[C@H](C)O2)C[C@@H]1C
    -7	2	-4.1	104*	76*	94*	-51*	92*	40	42	-48
40. CSc1ccc(/C=C/C(=O)c2ccc(NC(=O)C(C)C)cc2)cc1
    3	-1	-4.0	0	-8	-3	3	11	-4	-21	-19
41. COc1ccc(N2C(=O)Cc3c2nc(N)c(C#N)c3N)cc1
    0	-1	0.0	3	-1	-7	7	-5	2	-5	-23
42. O=C(NCC1CCCO1)c1cccc(F)c1 (configuration not stated)
    5	-2	-0.4	-6	-14	-5	-5	-8	-9	0	2
43. COCCN(Cc1nnc(-c2cccs2)o1)C(=O)c1cccc(S(=O)(=O)N2CCOCC2)c1
    -4	-2	2.9	-3	-5	4	-10	-2	-11	-27	3
44. O=C1C(=O)N(CCCN2CCOCC2)C(c2ccc(Cl)cc2)/C1=C(/O)c1ccc(F)cc1 (configuration not stated)
    -48	·	-0.5	-5	9	16	6	-2	4	1	14
45. O=[N+]([O-])c1cccnc1N1CCN(Cc2ccc3c(c2)OCO3)CC1
    -8	-1	-0.7	-25	4	-47	0	12	-7	-7	-19
46. CC(=O)O[C@@H]1[C@H](Oc2c(O)c(C)c3c4c2[C@H](C)CC[C@H]4[C@H](C)C[C@@H]3C=C(C)C)O[C@@H](C)[C@@H](O)[C@H]1O
    ·	·	0.0	13	-17	0	0	8	·	-20	-2
47. Cc1ccc(NC(=O)C[n+]2ccn(C3=C([O-])c4ccccc4C3=O)c2)cc1
    -4	-1	5.5	-21	3	9	1	-3	18	0	-8
48. C/C(Cc1ccccc1)=N\NC(=O)c1ccccn1
    -9	·	-0.2	-139	12	-24	-4	-4	-1	-14	-65
49. CC1(N2CCOCC2)C(=O)c2ccccc2C1=O
    -4	1	2.2	-8	-4	14	-1	-9	10	2	2
50. Brc1cccc(CNCc2ccncc2)c1
    21	0	0.9	9	-10	11	1	14	0	-10	0
51. Cc1ccc(C2CCN(C(=S)NC(C)C)C2)cc1 (configuration not stated)
    -7	-1	-0.2	-20	0	-27	-7	-12	-33	3	-46
52. Cc1ccc(S(=O)(=O)N2CCN(S(=O)(=O)c3ccccc3)C2)cc1
    0	·	-2.4	15	-8	13	4	-2	-17	-15	-2
53. Cc1cccc(NC(=S)NC2CCCC2)c1
    -2	1	-0.1	-13	2	-10	2	10	14	-7	-9
54. C=CCn1c(SCC(=O)N2CC(=O)Nc3ccccc32)nc2scc(-c3ccccc3)c2c1=O
    6	0	2.0	-1	-34	27	11	11	-15	-3	25
55. CC(=O)NS(=O)(=O)c1ccc(NC(=O)c2cccc3ccccc23)cc1
    5	4	0.9	12	-5	7	6	-1	4	-18	15
56. CC(CN1CCCC1)OC(=O)COc1ccccc1 (configuration not stated)
    2	-2	-0.5	-21	-20	14	4	0	5	-1	6
57. O=Cc1c(Nc2ccccc2Cl)nc2ccccn2c1=O
    -2	1	-0.3	-20	-12	14	-16	15	-8	-10	10
58. CCOC(=O)C(NC(=O)NCc1ccc(OC)cc1)(OCC)C(F)(F)F (configuration not stated)
    -2	-4	4.1	18	-15	1	11	-11	4	-6	22
59. CC(C)CC(=O)Nc1ccc(-c2cn3ccsc3n2)cc1
    -2	2	-7.1	-147	1	-134	-10	-52	-74	83*	-163
60. CCCCC(=O)Nc1ccc(C(=O)NNC(=S)NC(=O)c2cccs2)cc1
    -4	0	-0.1	-2	-14	-15	6	3	13	22	-2

Going on with the list:
Value order: EBV LMP1 NFkB	NR2E3 ag-1	hiPSC survival	NR2E3 ag-2	CF NFkB block	Peg3 promoter	KKLEB cytotox	Shn3 3UTR inh	TRPM1 prom inh	C8 TRAIL sens	HIF-2a inh
61. COc1cc(/C=N/N2CCOCC2)ccc1OCc1ccccc1
    -27	2	-2.6	-65	-25	-176	3	-71	-50	18	-85
62. CC(C)[C@H](NC(=O)c1ccccc1)C(=O)OCC(=O)NCCc1ccc(F)cc1
    -5	-2	0.3	-14	8	24	0	-22	6	-7	21
63. O=C(CSc1nc2ccccc2n1CC(=O)N1CCOCC1)N1CCCC1
    -28	2	-4.4	-22	1	15	-2	1	1	-8	10
64. Cc1c(C(=O)Nc2ccccc2)sc2nc[nH]c(=O)c12
    -4	1	-1.8	-33	4	-90	-7	-43	-18	4	-130
65. CN1C(=O)N(C)C(NC(=O)Nc2ccccc2)C1NC(=O)Nc1ccccc1 (configuration not stated)
    25	2	-2.1	-28	9	10	-13	-7	-6	-24	3
66. O=C1C(=C2CCc3ccccc32)Cc2ccccc21
    ·	·	-2.5	-166	-41	-302	-19	-67	·	51*	-225
67. CCc1ccc(N2CC(C(=O)Nc3ccc(S(=O)(=O)N4CCOCC4)cc3)CC2=O)cc1 (configuration not stated)
    2	0	-0.3	-3	-3	-11	-9	5	8	11	-1
